Assay outcomes from PubChem BioAssay.
USP1 inh – inhibitors of human USP1/UAF1 deubiquitinase; Potency, µM (top dose mostly 57.1 µM), for inactives: at the top dose activity change, negative = inhibition, hits mostly inhibitors; recombinant USP1/UAF1, Ub-Rhodamine cleavage fluorescence; hit rate 0.23% among 390,000; also: potency is read from the fitted curve at half-maximal effect; % is scaled to controls: 0 for no effect and ±100 for the full control effect; nearly all actives have a fitted effect of over 60% in size; inactives centre near -12
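1 nM enzyme complex + cpd, 15 min RT; start with Ub-Rho 150nM final; kinetic fluorescence ex 480/em 540, 6 reads q60 s. Buffer 50mM HEPES pH 7.8, 0.5mM EDTA, 0.1 mg/ml BSA, 1mM TCEP, 0.01% Tween-20.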
D2 agonist – activates the human D2 dopamine receptor; HEK293 T-REx D2 cells, calcium flux agonist mode; AID 485358; activation, % at 2 µM; P14416; hit rate 0.53% among 340,000;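 active = activation over 3 SD above normal in the single-dose calcium agonist read, cut at about 30% in these data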; also: 0% is about no effect
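Agonism scored from kinetic calcium signal (1 read/sec, 180 s) following compound pin transfer, after a 10 s baseline. Cells: HEK293 Trex line expressing inducible D2 receptor coupled to calcium, dye-loaded after overnight culture at 30 C.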
TrxR1 substrate – substrates of rat thioredoxin reductase 1 | O89049 | purified TrxR1 substrate turnover, NADPH consumption readout | Potency, µM (series often up to 114 µM), without a hit: at the highest dose activity change, negative = substrate turnover | hit rate 0.01% among 390,000 | AID 588456; also: potency is read from the fitted curve at half-maximal effect; % is scaled to controls: 0 for no effect and ±100 for the full control effect; nearly all actives have a fitted effect of over 50% in size
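Rat TrxR1, dispensed at 90 nM, was prereduced with 400 uM NADPH (final) for 5 min at ~22 deg C, then incubated with compound 15 min before 400 uM selenite. A first-read NADPH fluorescence drop versus no-compound background flagged substrates.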
TRHR PAM – TRH receptor (human) allosteric enhancement. P34981. TRHR cells, fluo-8 calcium fluorescence, EC20 TRH enhancement. enhancement, % at 2 µM. hit rate 0.66% among 360,000; in the data active = enhancement above about 30%; also: 0% is about no effect
Target sequence (P34981 whole entry, looked up): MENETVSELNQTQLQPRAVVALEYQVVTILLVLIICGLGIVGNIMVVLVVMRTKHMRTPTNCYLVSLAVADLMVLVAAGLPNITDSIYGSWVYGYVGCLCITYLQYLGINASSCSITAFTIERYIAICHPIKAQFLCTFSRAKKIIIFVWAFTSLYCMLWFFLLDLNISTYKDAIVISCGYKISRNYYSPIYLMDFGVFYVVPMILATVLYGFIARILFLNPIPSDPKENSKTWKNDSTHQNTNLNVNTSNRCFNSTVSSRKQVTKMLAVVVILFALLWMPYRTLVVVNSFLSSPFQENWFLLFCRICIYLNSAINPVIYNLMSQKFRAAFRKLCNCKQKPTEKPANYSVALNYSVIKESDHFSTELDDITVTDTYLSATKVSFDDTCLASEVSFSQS
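Enhancer read-out: after compound pinning and an initial kinetic agonist-mode read, an EC20 of TRH (10 nM final) was injected and fluo-8 calcium signal (Ex 480/Em 530) followed at 1 s/cycle for 100 cycles in TRHR-expressing cells.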
mIDH1 inhibitor – inhibitors of human mutant IDH1 R132H | O75874 | IDH1-R132H enzyme, NADPH consumption, diaphorase/resazurin fluorescence | Potency, µM (highest dose often 76.6 µM), inactives show at the highest dose activity change, negative = inhibition, actives largely listed as inhibitors | hit rate 0.093% among 390,000 | AID 602179; also: potency is read from the fitted curve at half-maximal effect; % is scaled to controls: 0 for no effect and ±100 for the full control effect; nearly all actives have a fitted effect of over 65% in size
Target sequence (O75874 whole entry R132H, stated change not applied): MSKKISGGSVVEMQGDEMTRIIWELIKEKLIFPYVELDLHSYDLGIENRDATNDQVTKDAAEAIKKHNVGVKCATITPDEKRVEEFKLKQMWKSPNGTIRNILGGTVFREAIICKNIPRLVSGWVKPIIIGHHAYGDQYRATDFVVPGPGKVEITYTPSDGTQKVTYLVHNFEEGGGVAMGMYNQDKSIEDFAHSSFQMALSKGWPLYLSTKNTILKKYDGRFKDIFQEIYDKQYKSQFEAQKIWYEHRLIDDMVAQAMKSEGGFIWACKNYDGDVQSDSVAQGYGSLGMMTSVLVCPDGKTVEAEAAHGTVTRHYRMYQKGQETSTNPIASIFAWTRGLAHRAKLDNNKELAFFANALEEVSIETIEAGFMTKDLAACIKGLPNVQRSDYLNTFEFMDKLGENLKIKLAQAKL
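IDH1-R132H (0.5 ug/mL dispensed) in pH 7.5 Tris buffer was preincubated 30 min with compound, then given a substrate mix of 0.016 mM NADPH and 2 mM alpha-KG for 80 min at room temperature; remaining NADPH was read by diaphorase/resazurin fluorescence.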
Pin1 inh – human Pin1 inhibition; Potency, µM (titrated, usually from 115 µM), for the others: top-dose activity, negative = inhibition, usual class: inhibitors; AID 504891; hit rate 0.009% among 390,000; Pin1 FP peptide displacement, HiFluor488, 10 min; Q13526; active = well fitted inhibition curve with a large enough effect in the polarisation, with a control signal flat, not every such curve was filed as active; inconclusive = small, poorly fitted or top-dose-only effect, or effect the other way, or a change in a side signal; inactive = no such curve, though single readings can be large or run the other way; the % refers to the polarisation; also: potency is read from the fitted curve at half-maximal effect; % is scaled to controls: 0 for no effect and ±100 for the full control effect
Target sequence (Q13526 whole entry, looked up): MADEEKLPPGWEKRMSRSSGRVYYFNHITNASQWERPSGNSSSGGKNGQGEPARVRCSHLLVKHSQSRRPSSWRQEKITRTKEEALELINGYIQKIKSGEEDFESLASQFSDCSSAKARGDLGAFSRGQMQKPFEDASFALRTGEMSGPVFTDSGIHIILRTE
D2 antagonist – D2 dopamine receptor (human) antagonism; P14416; HEK293 TREx D2 cells, calcium flux, dopamine EC80; inhibition, % at 10 µM; hit rate 2% among 340,000; AID 485344; in the data active = inhibition above about 30%; also: 0% is about no effect
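Tetracycline-induced HEK293 T-REx cells expressing D2 force-coupled to calcium signalling were dye-loaded, exposed to compound for 180 s, then challenged with an EC80 of dopamine; calcium flux was followed kinetically for a further 180 s.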
TrxR1 inh – rat TrxR1 inhibition; hit rate 1% among 390,000; O89049; AID 588453; Potency, µM (highest dose often 114 µM), for inactives: at the top dose activity change, negative = inhibition, hits mostly inhibitors; recombinant rTrxR1, NADPH fluorescence consumption, selenite substrate; also: potency is read from the fitted curve at half-maximal effect; % is scaled to controls: 0 for no effect and ±100 for the full control effect; nearly all actives have a fitted effect of over 65% in size
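Rat TrxR1 (90 nM in the dispensed reagent) was pre-reduced with 400 uM NADPH for 5 min at room temperature, then incubated with compound for 15 min. After 400 uM selenite was added, NADPH fluorescence (Ex 340/Em 450 nm) was followed for 8 min.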
TRHR ag – TRH receptor (human) agonism. hit rate 0.18% among 360,000. TRHR cells, calcium flux fluo-8, FDSS agonist mode. P34981. activation, % at 2 µM. AID 493084; in the data active = activation above about 30%; also: 0% is about no effect
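Read-out: compound-evoked intracellular calcium rise in TRHR cells, fluo-8 dye, kinetic FDSS fluorescence at 1 s/cycle following a 10-cycle baseline. Cells cultured overnight before dye loading (30 min–1.5 h, RT).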
Active calls of the source: *; ? = inconclusive; / = no result given; [ ] = remark or other dose. Unless noted, calls follow the shape of the dose curve; as a rule, active = well fitted inhibition curve with a large enough effect; inconclusive = small, poorly fitted or top-dose-only effect; inactive = no such curve, though single readings can be large or run the other way. Only part of the results is shown (hit frequency here may not be typical).

SMILES | USP1 inh | D2 agonist | TrxR1 substrate | TRHR PAM | mIDH1 inhibitor | Pin1 inh | D2 antagonist | TrxR1 inh | TRHR ag
CCOc1ccccc1NC(=O)CSc1nnc(C2CC2)n1CC | -20.6% | -0.1 | 3.1% | 12.6 | 0.2% | -1.0% | -15.9 | 12.1% | -0.8
COc1ccc(N(C(=O)c2ccc(C)cc2)S(=O)(=O)c2ccc(Cl)cc2)cc1 | ? | -0.2 | 0.4% | -3.7 | -2.7% | 58.0%[activator] | / | 19.1% | 0.1
Nc1nc(=S)[nH]c2c1C1(CCCC1)Cc1ccccc1-2 | 2.4% | 0.5 | 1.2% | -2.2 | -5.4% | 43.1%[activator] | -9.9 | -20.8% | 0.0
CC(=O)c1ccc(S(=O)(=O)NC2CC(=O)N(c3ccc(Cl)cc3)C2)cc1 (configuration not stated) | -11.8% | 0.7 | 0.0% | -2.8 | 8.4% | 2.7% | -17.6 | 7.1% | 1.3
Cc1cccc(C)c1OC(=O)CSc1nnc(-c2cccs2)o1 | -23.1% | 0.7 | 0.4% | -0.1 | -8.3% | -5.2% | / | 13.1% | 0.0
Cc1ccc(NC(=O)CN2CCCC2)c2c1CC(C)(C)O2 | -22.8% | 0.5 | 6.4% | -2.7 | 0.0% | -9.7% | 3.6 | 23.0% | -1.2
O=C(O)c1cc(S(=O)(=O)NC(CO)C(O)c2ccc([N+](=O)[O-])cc2)ccc1Br (configuration not stated) | -24.5% | -0.3 | 2.8% | 3.6 | -3.0% | -5.4% | 13.7 | 29.4% | 0.2
COc1cccc(C(=O)c2c(C)c(CCC#N)n3ccccc23)c1OC | -11.9% | 0.2 | 4.7%[57.1 µM] | -6.5 | -1.5% | -1.0% | 6.8 | -5.3%[57.1 µM] | 0.9
CCOc1ccc(C(=O)CN2CCN(S(=O)(=O)c3ccc(OC)cc3)CC2)cc1 | -16.3% | -0.6 | -8.5% | -0.6 | 0.4% | -4.1% | -4.9 | 3.8%[57.1 µM] | -0.4
CCOc1c2ccc(C(=O)NCc3ccc(C(F)(F)F)cc3C(F)(F)F)cc2nn1C | -28.3% | -0.2 | 29.5%[57.1 µM] | -17.5 | 7.6% | 2.2% | 3.3 | 43.1% | 0.2
O=C(COc1ccc(Br)cc1)Nc1ccccc1N1CCCC1 | -23.4% | -0.5 | 1.4% | 14.6 | 3.1% | -9.4% | -11.1 | 23.6% | 0.2
COC(=O)CN(c1nc(C)c(Br)c(OC)n1)S(=O)(=O)c1ccccc1 | -20.0% | -0.7 | -5.1% | -7.9 | 7.1% | -2.9% | -10.3 | 22.2%[2.29 µM] | -0.1
COc1ccc(OC)c(C2=Nn3c(nnc3-c3ccco3)SC2)c1 | 3.9% | 0.4 | -8.4% | -3.7 | 5.5% | ? | 7.2 | -24.5% | -1.2
COc1ccc(CCNC(=O)Cn2cccc2C(=O)c2ccccc2C)cc1OC | -5.7% | -1.2 | 7.7%[57.1 µM] | -4.5 | 5.1% | 9.3% | 2.9 | 2.7%[57.1 µM] | 0.2
COc1ccc2nc(NC(=O)c3ccc(-c4cccc([N+](=O)[O-])c4)o3)sc2c1 | / | -1.5 | / | -6.1 | / | / | -3.7 | / | 0.1
O=C(COc1ccccc1)N/N=C/c1cc2c(cc1[N+](=O)[O-])OCO2 | -12.5% | -0.8 | -1.6% | -4.8 | 6.6% | 2.8% | 27.6 | -1.0% | -1.4
Cc1c([N+](=O)[O-])ccc(S(=O)(=O)N2CCC(C(N)=O)CC2)c1C | 1.9% | 1.6 | 3.6% | 2.2 | -2.2% | -3.1% | 3.2 | 9.5% | 0.2
CSc1ccccc1C(=O)NCC1CCCO1 (configuration not stated) | -19.2% | 0.1 | -0.1% | -2.8 | -2.5% | -17.9% | 2.3 | 10.9% | 0.8
CCOc1ccccc1-n1ccnc(NCc2ccc(F)cc2)c1=O | -29.2% | -0.3 | 7.4%[57.1 µM] | -2.9 | 4.4% | -4.3% | / | 15.8%[57.1 µM] | 0.2
COC(=O)C1(C)NC(c2ccc(OC)cc2)C2C(=O)N(c3ccccc3)C(=O)C21 (configuration not stated) | -23.5% | -0.3 | 1.9%[57.1 µM] | 5.1 | -5.5% | -0.4% | 8.0 | 27.1%[57.1 µM] | 0.1
Cc1nc(CSc2nc3[nH]ncc3c(=O)n2-c2ccccc2)cs1 | -22.1% | 0.6 | -3.9% | 2.0 | 6.0% | -0.6% | -33.2 | -1.9% | -0.4
Cc1cc(C)n(-c2ccc(C(=O)OCn3nnc4ccccc4c3=O)cc2)n1 | -9.5% | -1.6 | -6.7% | -7.0 | 3.4% | 0.4% | -8.6 | -17.6% | -0.3
O=C(CCN1C(=O)/C(=C\c2ccco2)SC1=S)Nc1ccc(C(=O)O)c(O)c1 | ? | -0.2 | -4.8% | -3.8 | 7.5% | ? | 26.5 | 39.8µM* | -0.1
COc1ccc(/C=N/NC(=O)C(=O)N2CCCCCC2)cc1[N+](=O)[O-] | -20.9% | 0.0 | -5.0% | -5.1 | 10.8% | -3.8% | 7.8 | -1.9% | -0.2
COc1cc(CC(=O)OCc2cccc([N+](=O)[O-])c2)cc(OC)c1OC | -19.3% | -0.4 | 6.1% | 2.6 | 0.0% | -3.6% | -0.9 | 18.7% | -0.1

Some values from the results shown:
O=C(CCN1C(=O)/C(=C\c2ccco2)SC1=S)Nc1ccc(C(=O)O)c(O)c1 in TrxR1 substrate shows -4.8%
Cc1nc(CSc2nc3[nH]ncc3c(=O)n2-c2ccccc2)cs1 in D2 antagonist shows -33.2

Additional compounds
SMILES | USP1 inh | D2 agonist | TrxR1 substrate | TRHR PAM | mIDH1 inhibitor | Pin1 inh | D2 antagonist | TrxR1 inh | TRHR ag
CC(C)Oc1ncnc2c1[nH]c1ccccc12 | -15.4% | 1.0 | 54.7%[activator] | 2.6 | 0.0% | 1.6% | 1.8 | 16.9% | 0.1
CCCOc1c(Br)cc(/C=N/O)cc1OC | -18.3% | 0.3 | 9.5%[57.1 µM] | 2.4 | 4.7% | -3.6% | -11.3 | 16.7%[57.1 µM] | -0.2
C[C@H](NC(=O)c1nc[nH]c1C(=O)NC(c1ccccc1)c1ccccc1)C(=O)OCc1ccccc1 | ? | 0.6 | 5.8%[57.1 µM] | -6.0 | -2.4% | 8.3% | -23.7 | 53.1% | 0.7
CC1CCCCC1NC(=O)CCCN1C(=O)c2ccccc2C1=O (configuration not stated) | -20.0% | / | -1.4% | / | 3.4% | -4.8% | / | 4.8% | /
c1ccc(CSc2nnc3c(n2)OC(c2ccco2)Nc2ccccc2-3)cc1 (configuration not stated) | -15.0% | -0.2 | 3.0% | 5.6 | 3.9% | -3.6% | 4.9 | -18.9% | 0.6
O=C(CN1c2cccc3cccc(c23)S1(=O)=O)N1CCN(c2ccccc2)CC1 | -0.3% | / | 9.7% | / | 5.9% | -2.6% | / | 17.5% | /
COc1ccc2oc(C(=O)OCC(=O)NCc3ccc(OC)c(OC)c3)c(C)c2c1 | -18.6% | -0.8 | 25.2% | -5.2 | -6.5% | 2.6% | -18.3 | 25.9% | -0.5
COc1ccc2nc(N3CCCCC3)c(C#N)cc2c1 | -4.3% | 0.0 | -2.5%[57.1 µM] | 16.0 | -0.3% | ? | 1.7 | -8.8%[57.1 µM] | -0.2
CCc1ccc2nc(N3CCN(C)CC3)c(C#N)cc2c1 | -9.6% | -0.9 | 17.0%[57.1 µM] | 4.7 | -8.7% | -3.9% | -6.1 | 5.2%[57.1 µM] | -0.2
Cc1ccc(C(C#N)c2ccc(Cl)nn2)cc1 (configuration not stated) | 2.8% | 1.2 | 2.9% | 3.6 | 10.1% | -1.8% | 4.3 | 27.6%[57.1 µM] | -0.4
COc1ccc(/C=C\C(=O)CC(O)(c2ccccc2)C(F)(F)F)cc1 (configuration not stated) | -20.2% | -0.6 | -1.7% | -2.6 | 4.3% | 0.9% | 13.9 | -10.1% | 1.1
COc1ccc(OC2C(=O)N(Cc3ccc(F)cc3)C2c2cc(OC)c(OC)c(OC)c2)cc1 (configuration not stated) | -6.7% | -1.4 | -7.6% | 20.2 | 1.1% | 3.0% | 27.6 | 7.9% | -0.2
O=C(COC(=O)CCC1CCCC1)Nc1ccccc1Br | -21.1% | -0.2 | 0.1% | 20.4 | 8.1% | 5.5% | 4.9 | 16.2% | -0.5
CCOCCCNC(=O)c1ccc2c(=O)n(Cc3ccc4c(c3)OCO4)c(=S)[nH]c2c1 | -15.5% | -1.2 | 6.4%[57.1 µM] | -3.3 | 8.0% | 3.5% | -21.2 | 15.0%[57.1 µM] | 0.4
Cc1ccc(C)c(N2CCN(C(=O)CCc3nc(-c4cccc(Cl)c4)no3)CC2)c1 | ? | / | -3.0% | / | 1.9% | -0.1% | / | 10.1% | /
O=C(CCC(=O)N1CCOc2ccc(Cl)cc21)NCCCN1CCC(Cc2ccccc2)CC1 | -15.0% | 1.2 | -2.5%[57.1 µM] | 8.0 | 7.2% | -0.3% | -25.3 | 23.0%[57.1 µM] | 1.0
Cc1cc2nn(-c3ccc(F)cc3)nc2cc1NC(=O)c1cccc([N+](=O)[O-])c1C | -32.0% | 0.8 | 4.7% | 11.4 | -2.1% | 0.9% | / | 22.2% | 1.6
CCOC(=O)C(NC(=O)c1cccc(Cl)c1)(Nc1nnc(C)s1)C(F)(F)F (configuration not stated) | -22.2% | -1.8 | 0.5% | -2.1 | -5.3% | -0.4% | -8.2 | 2.9% | -1.0
CCCS(=O)(=O)c1c(S(=O)(=O)CCC)c2c(N)cccn2c1C(=O)c1ccc(Br)cc1 | -7.0% | 0.0 | 0.6%[57.1 µM] | 0.0 | -10.6% | 17.8% | -0.7 | ? | 5.2
